MITF inh: inhibitors of human MITF; O75030; AlphaScreen MITF homodimerization, bead proximity signal; inhibition, % at 2.6 µM; 650,000 tested, 0.91% active; in the data active = inhibition above about 50%;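 also: 0% = vehicle wells with protein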
Target sequence (O75030 whole entry, looked up): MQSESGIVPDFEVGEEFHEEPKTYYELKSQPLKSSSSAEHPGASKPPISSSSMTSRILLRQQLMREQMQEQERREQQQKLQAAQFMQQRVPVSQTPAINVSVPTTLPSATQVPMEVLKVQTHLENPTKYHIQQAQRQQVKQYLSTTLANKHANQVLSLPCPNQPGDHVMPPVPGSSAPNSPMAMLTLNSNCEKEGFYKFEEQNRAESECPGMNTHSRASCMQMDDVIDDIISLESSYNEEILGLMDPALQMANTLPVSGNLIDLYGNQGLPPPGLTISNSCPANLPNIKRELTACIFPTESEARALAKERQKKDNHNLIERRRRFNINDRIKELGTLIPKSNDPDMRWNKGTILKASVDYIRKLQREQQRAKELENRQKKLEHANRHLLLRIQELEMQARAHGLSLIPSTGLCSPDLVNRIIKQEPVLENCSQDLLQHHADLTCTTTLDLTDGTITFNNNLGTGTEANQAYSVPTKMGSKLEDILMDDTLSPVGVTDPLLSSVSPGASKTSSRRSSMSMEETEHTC
FBW7 activator: activators of human E3 ligase FBW7; Q969H0; AlphaScreen FBW7–phospho-cyclin E peptide binding, activator screen; normalized activity (activation), % at 26.1 µM; 650,000 tested, 0.13% active; in the data active = normalized activity above about 1.9%;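 also: purified mutant Fbw7 with reduced substrate affinity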
TEAD-YAP inh: TEAD-YAP interaction inhibition. HEK-TIYL cells, TEAD-Gal4/YAP UAS-luciferase luminescence. inhibition, % at 9.12 µM. 640,000 tested, 1.4% active. AID 1259422; in the data active = inhibition above about 32%;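 also: 0% = median of test compound wells and 100% = reference inhibitor wells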
GPR151 ag: activates the human receptor GPR151. PathHunter beta-arrestin GPR151 cells, luminescence. 650,000 tested, 1% active. activation, % at 11.2 µM. AID 1508602; in the data active = activation above about 4.9%;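 also: 0% = median of compound wells and 100% = cells with positive control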
Target sequence (Q8TDV0 whole entry, looked up): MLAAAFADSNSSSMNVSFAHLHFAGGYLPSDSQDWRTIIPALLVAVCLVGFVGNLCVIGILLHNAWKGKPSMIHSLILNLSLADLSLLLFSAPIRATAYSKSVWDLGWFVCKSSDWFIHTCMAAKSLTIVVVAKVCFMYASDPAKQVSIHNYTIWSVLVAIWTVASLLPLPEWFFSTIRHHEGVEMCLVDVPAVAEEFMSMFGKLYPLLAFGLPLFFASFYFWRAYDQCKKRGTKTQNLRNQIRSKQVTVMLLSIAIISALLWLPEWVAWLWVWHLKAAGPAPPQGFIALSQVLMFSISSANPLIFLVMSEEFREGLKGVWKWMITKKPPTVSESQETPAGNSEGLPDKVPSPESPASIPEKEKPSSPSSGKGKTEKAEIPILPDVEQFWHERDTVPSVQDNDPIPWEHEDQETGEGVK
* hit, by the source's call; . = not tested or not shown; & = joins results of further samples.

SMILES	MITF inh	FBW7 activator	TEAD-YAP inh	GPR151 ag
COc1cc(NS(=O)(=O)c2ccc(NC(=O)CSc3nnc4c5ccccc5n(C)c4n3)cc2)nc(OC)n1	15	0.0	-2	-0.4
NCCCCCCNS(=O)(=O)c1ccc2c(Cl)cccc2c1	-3	-0.1	.	0.3
COc1cccc(N2C(=O)NC(=O)/C(=C/c3ccc(O)c(OC)c3)C2=O)c1	4	0.0	-4	4.0
CC(C)(C)OC(=O)N[C@H](Cc1ccccc1)C(=O)N1CCC(C(=O)Nc2ccc3[nH]ncc3c2)C1 (stereo not given in full)	16	0.0	-12	1.1
Cc1cccc(Cc2cnc(NC(=O)COc3cccc(Cl)c3)s2)c1	-10	-0.3	6	0.9
Cc1ccc(CNC(=O)c2ccc(CSCc3c(F)cccc3Cl)o2)cc1	0	0.0	-7	4.3
Cc1ccc(CNCc2c(C(=O)O)n(Cc3ccccc3)c3ccccc23)cc1	-5	0.1	1	0.6
Cc1ccccc1C(=O)Nc1ccc2nc(SCC(=O)Nc3ccc(Br)cc3)sc2c1	9	0.0	-4	0.2
COc1ccc(C2CC(C(F)(F)F)n3nc(C(=O)Nc4cc(Cl)ccc4C)cc3N2)cc1OC (stereo not given)	-7	-0.1	-12	-2.0
COc1cc(OC)nc(Oc2ccccc2/C(C)=N/OCC(=O)OC(C)(C)C)n1	13	0.7	-2	0.2

(cont.)
SMILES	MITF inh	FBW7 activator	TEAD-YAP inh	GPR151 ag
Cc1ccc(C2=N/C(=C\c3ccccc3F)C(=O)O2)cc1C	2	-0.2	1	1.1
CCCCn1c(SCC(=O)c2ccc(Cl)cc2)nc2ccsc2c1=O	-12	-0.2	14	-0.3
O=C1N[C@H](Cc2ccc(O)cc2)C(=O)N2CCN(C(=O)c3cc(F)cc(F)c3)C[C@H]12	11	0.5	6	-0.1
COc1ccc(/C=N/NC(=O)CNc2cccc(C(F)(F)F)c2)cc1	-1	-0.2	7	-0.8
CN(C)c1nc2nonc2nc1NCc1scnc1-c1ccccc1	-1	0.1	-3	1.6
CN(C)c1ccc(/C=C2\NC(=S)NC2=O)cc1	-8	0.1	-2	0.9
N#Cc1c(SCc2ccc(Cl)cc2)nc2c(c1-c1cccs1)CC/C2=C\c1cccs1	-5	-0.1	-15	0.2
CC1(O)N(Cc2ccccn2)C(=O)OC12CCCCC2 (stereo not given)	0	0.5	4	0.3
CCOc1ccc(CSC(=N)N)cc1[N+](=O)[O-]	-2	-0.1	10	-0.9
CCOc1ccc(NC(=O)CCCOc2ccccc2C)cc1	-3	-0.1	-21	1.9

Continuation.
SMILES	MITF inh	FBW7 activator	TEAD-YAP inh	GPR151 ag
COc1ccc(/C(C)=N/Nc2nc3c(c(=O)[nH]c(=O)n3C)n2CCC(C)C)cc1	-14	-0.1	5	-1.0
Cc1cc(NCCCN2CCOCC2)n2nc(-c3ccc(F)cc3)cc2n1	-6	0.0	-17	1.8
Brc1ccccc1Cn1nnc(-c2ccccc2)n1	-4	-0.1	-44	-0.4
O=c1[nH]c(-c2ccccc2)c(-c2ccccc2)nc1[N+](=O)[O-]	7	0.1	1	-0.7
Nc1c(C(=O)Nc2ccccc2)nnn1Cc1ccc(F)cc1Cl	16	0.9	-52	-0.6
Cc1ccc(NC(=O)CCN2CCCCCC2)cc1	-9	0.0	-11	-1.8
COC(=O)c1ccccc1NC(NC(=O)c1cccs1)C(=O)c1ccccc1 (stereo not given)	-3	0.0	-9	-1.1
COc1ccc(NC(=O)CSc2ccccc2C(=O)O)cc1	-6	0.0	6	-0.2
Cc1oc(-c2cccc(Cl)c2)nc1CN1CCC(C(=O)NC(C)C)CC1	17	0.0	8	-0.2
CC(C)(C)c1ccc(C2(C)NC(=O)N(CC(=O)Nc3ccc4c(c3)OCCO4)C2=O)cc1 (stereo not given)	3	0.1	11	-1.6

The list goes on:
SMILES	MITF inh	FBW7 activator	TEAD-YAP inh	GPR151 ag
CN1C(C(=O)c2ccccc2)=C(N2CCCCC2)c2ccccc2S1(=O)=O	-1	-0.2	4	8.1*
O=C(O)c1nccnc1C(=O)Nc1cccc(C(F)(F)F)c1	22	0.0	12	1.3
OCCN1CCN(c2ccc(N=Cc3cc(Br)ccc3O)cc2)CC1	7	-0.8	10	-1.0
CN(C)c1ccc(CCNS(=O)(=O)c2ccc(Cl)s2)cc1	5	-0.5	5	1.1
Cc1cc(C)cc(CC(CC(=O)O)C(=O)Nc2ccccc2I)c1 (stereo not given)	17	0.0	-4	0.5
CCCSc1nnc2c(n1)OC(c1ccc(Br)o1)Nc1ccccc1-2 (stereo not given)	4	-0.1	-9	-0.8
Cc1cnc(CN(C)C(=O)CCc2nnc(CCC3CCCCC3)o2)[nH]1	-7	-0.1	-13	-0.7
CCOc1ccccc1C1C(C(=O)OCCOc2ccccc2)=C(C)NC2=C1C(=O)CC(c1ccc(Cl)cc1)C2 (stereo not given)	0	-0.1	-13	-0.9
Cc1ccc2nc(C)c(C(=O)Nc3ccc(Cl)cc3)n2c1	8	-0.2	-3	-1.1
CC(C)(c1ccc(O)cc1)c1ccc(O)cc1	9	0.2	-4	-1.2

Next section
SMILES	MITF inh	FBW7 activator	TEAD-YAP inh	GPR151 ag
Cc1cc(O)c(C(=O)/C=C/c2cccc(I)c2)c(=O)o1	-13	0.0	-2	0.1
O=C(Nc1ccon1)c1cnc2ccccn2c1=O	-5	-0.4	-25	-0.1
CC1=C(C(=O)Nc2ccccc2)C(c2ccncc2)n2ncnc2N1 (stereo not given)	6	0.1	7	4.2
N#Cc1c(-c2ccccc2)cc(-c2ccccc2)nc1SCC(=O)c1cccs1	4	0.2	-2	-1.2
Cc1n[nH]c(=S)n1/N=C/c1ccc(Cl)cc1	-1	-0.2	-3	-0.8
CCN(CC)CCn1c(=S)sc2c(=O)n(-c3ccccc3OC)c(SCc3cc(F)ccc3F)nc21	14	0.2	-5	-0.4
COC(=O)c1sc2nc(-c3cccs3)cc(-c3ccc(Cl)cc3)c2c1N	0	-0.1	11	1.8
Cc1nn(C)c(C)c1-c1nc2ccc(C(=O)NCCc3ccc(O)cc3)cc2s1	-2	-0.1	-13	-0.9
NS(=O)(=O)c1cc(C(=O)Nc2ccccc2)ccc1Br	-3	-0.3	-2	-0.7
CS(=O)(=O)c1ccccc1CN1CCC(NCc2ccco2)CC1	8	0.1	9	2.0

The list continues.
SMILES	MITF inh	FBW7 activator	TEAD-YAP inh	GPR151 ag
CC[C@H](C)[C@H](NC(N)=O)C(=O)OCCOc1cc(C)ccc1C	17	0.2	6	-1.4
N#CC1=C(N)Oc2ccc3ccccc3c2C1c1cccnc1 (stereo not given)	-3	-0.1	57*	0.7
CCC(=O)OCC(=O)[C@@]1(OC(=O)CC)[C@H](C)CC2C3C([C@@H](O)C[C@@]21C)[C@@]1(C)C=CC(=O)C=C1C[C@H]3Cl (stereo not given in full)	3&-11	0.1&-0.1	-11	0.9&-0.1
COc1ccc(C2C(C(=O)Nc3cccnc3)=C(C)Nc3nnnn32)cc1 (stereo not given)	-8	0.0	-2	-0.2
C/C=C1/[C@H]2C=C(C)C[C@]1(N)c1ccc(=O)[nH]c1C2	-13	-0.1	6	3.2
CN1CCN(C(c2ccccc2)c2nnnn2C(C)(C)C)CC1 (stereo not given)	10	0.5	0	-1.0
O=c1cc(CSCc2cc(=O)n3ccsc3n2)nc2ccc(Br)cn12	-15	-0.1	-2	1.2
CSCCC(CO)NC(=O)OCc1ccccc1 (stereo not given)	12	0.4	5	-1.0
CCOC(=O)c1cccc(NC(=O)COc2ccccc2)c1	-12	0.0	-22	-0.4
CC(C)(C)NC(=O)C1CCCN(c2ncccn2)C1 (stereo not given)	-4	-0.1	9	-0.7

Additional entries follow.
SMILES	MITF inh	FBW7 activator	TEAD-YAP inh	GPR151 ag
O=C(NC1CCCC1)C1CCN(C(=O)N2CCOc3ccccc32)CC1	7	0.0	3	-0.9
CCOC(=O)c1c(NC(=O)CNC(C)C)sc2c1CCCCC2	-5	0.0	-1	-0.1
Cc1cc(NC(C)C)n2c(nc3ccccc32)c1C#N	-19	0.0	-13	0.2
Cc1c(C(=O)Nc2cccc(NC(=O)c3cccs3)c2)cccc1[N+](=O)[O-]	-27	-0.2	-3	5.5*
Cc1cc(Nc2ccccc2)nc(N2CCCC2CO)n1 (stereo not given)	-6	-0.3	-5	0.1
O=C(c1cccc(Br)c1)N1CCN(c2ccc([N+](=O)[O-])c(NCCc3ccccc3)c2)CC1	-3	-0.2	9	2.4
Cc1ccc(NC(=S)N(CCCN2CCCCCC2)Cc2ccco2)cc1C	-13	-0.3	20	1.7
CN(C)S(=O)(=O)c1ccc(C(=O)OC2=CC(=O)CC(C)(C)C2)cc1	-2	0.0	-3	0.6
COc1ccccc1OCC(=O)NCC(c1ccsc1)N1CCCC1 (stereo not given)	10	0.1	2	2.1
CCCCCn1c(SCC#N)nc2cc(C(=O)NCCC3=CCCCC3)ccc2c1=O	1	0.3	-9	0.0

Additional results
SMILES	MITF inh	FBW7 activator	TEAD-YAP inh	GPR151 ag
O=C(Nc1cccc([N+](=O)[O-])c1)c1ccc2c(c1)C(=O)N(c1cccc([N+](=O)[O-])c1)C2=O	8	-0.1	1	-0.4
Cc1cc(C)n2c(SCc3nnc(-c4cccs4)o3)nnc2n1	0	0.1	2	-0.4
CCOc1ccccc1OCCOCCOc1ccc(C(=O)O)cc1	8	0.5	0	0.6
COC(=O)CN(c1ccc(F)cc1)S(=O)(=O)c1ccc(OC)cc1	1	-0.2	14	-0.1
CCc1ccc(NC(=S)N(CCCN2CCC(C)CC2)Cc2cccs2)cc1	7	0.2	1	-0.3
Cc1ccc(N(C(C)C(=O)NCCC2=CCCCC2)S(C)(=O)=O)cc1 (stereo not given)	9	0.0	8	0.1
NC(=O)c1nc(-c2ccc(F)cc2)nc2c1[nH]c(=O)n2Cc1ccccc1	-2	-0.1	-1	-0.3
Cc1ccc(OCCn2c(=S)[nH]c3c(N)ncnc32)cc1	11	-0.1	-10	1.6
O=C(CN1CCN(c2ccc(Cl)cc2)CC1)Nc1ccc(OCc2ccccc2)cc1	2	0.3	17	1.3
O=C(/C=C/c1cccs1)NC(=S)NNC(=O)c1cccs1	17	1.4	-2	-2.0

Profiles as entered above. Screens in order: MITF inh, FBW7 activator, TEAD-YAP inh, GPR151 ag
`CC(C)(C)OC(=O)N[C@H](Cc1ccccc1)C(=O)N1CCC(C(=O)Nc2ccc3[nH]ncc3c2)C1` (stereo not given in full) in the list: 16, 0.0, -12, 1.1
`CC(C)(C)c1ccc(C2(C)NC(=O)N(CC(=O)Nc3ccc4c(c3)OCCO4)C2=O)cc1` (stereo not given) in the list: 3, 0.1, 11, -1.6
`OCCN1CCN(c2ccc(N=Cc3cc(Br)ccc3O)cc2)CC1` in the list: 7, -0.8, 10, -1.0
`Cc1cc(NC(C)C)n2c(nc3ccccc32)c1C#N` in the list: -19, 0.0, -13, 0.2
`Cc1ccc(OCCn2c(=S)[nH]c3c(N)ncnc32)cc1` in the list: 11, -0.1, -10, 1.6

Other structures:
SMILES	MITF inh	FBW7 activator	TEAD-YAP inh	GPR151 ag
Cc1nnc(NC(=S)NC(=O)c2ccc(Br)cc2)s1	21	0.1	-12	-0.6
c1cncc(CNc2cc(N3CCc4ccccc4C3)ncn2)c1	11	0.0	-16	-0.2
Cc1c(C(=O)Nc2ccc(F)cc2Cl)sc2ncnc(N3CCN(c4ccccc4F)CC3)c12	-3	-0.2	-5	-1.1
COc1cc(NC(=O)c2cncc(Nc3ncccn3)c2)cc(OC)c1OC	4	-0.2	-7	-2.0
Nc1ccc2ncnc(NCCc3ccc(Oc4ccccc4)cc3)c2c1	2	.	.	-1.1
COc1cc(Nc2nc(-c3ccc(N4CCOCC4)nc3)nc3nc[nH]c23)cc(OC)c1OC	21	0.8	52*	-1.4
COc1ccccc1-n1c(=S)sc2c(=O)n(Cc3ccccc3)c(SCC(=O)c3ccccc3)nc21	-14	-0.1	-6	-0.5
COc1ccccc1C(=O)N1CCN2C(=O)[C@@H]3C[C@@H](O)CN3C(=O)[C@H]2C1	10	0.1	10	0.0
O=c1[nH]c(=S)[nH]c(O)c1C=Nc1ccc(I)cc1	6	-0.1	1	-1.1
CS(=O)(=O)c1ncc(Cl)c(C(=O)C(C#N)c2nc3ccccc3s2)n1 (stereo not given)	4	-0.1	74*	-0.3

Going on with the list:
SMILES	MITF inh	FBW7 activator	TEAD-YAP inh	GPR151 ag
CCOC(=O)C1=NNC2C(=O)N(c3cccc(Cl)c3)C(=O)C12 (stereo not given)	-14	-0.1	-12	0.7
O=c1cc(Nc2ccc(N3CCCCCC3)cc2)[nH]c(=O)[nH]1	4	-0.1	-16	-0.5
CC(=O)NC1C(Oc2cccc([N+](=O)[O-])c2)OC2COC(C)(C)OC2C1O (stereo not given)	11	1.0	9	-0.2
Nc1nonc1C(=O)NCCNc1ccc([N+](=O)[O-])cc1	-7	-0.1	3	-1.1
COc1ccccc1CC(=O)N1CCn2cc(C(F)(F)F)nc2C1	10	0.0	-13	-0.3
O=C(/C=C/c1ccc([N+](=O)[O-])cc1)Nc1nnc(-c2ccco2)o1	-5	0.0	1	1.9
Cc1ccc(-c2ccc(S(=O)(=O)Nc3cccnc3)cc2)cc1	-5	-0.1	-6	-1.3
c1ccc(C2=NN(c3ccccc3)C(c3ccc(-c4ccccc4)cc3)C2)cc1 (stereo not given)	-2	0.0	-3	0.8
CCCCn1c(C)cn2c3c(=O)n(Cc4ccccc4F)c(=O)n(C)c3nc12	-8	0.2	-1	0.0
C=C(C)Cn1c(SCCC)nc2sc3c(c2c1=O)CCCC3	8	0.1	1	-1.2
CCN1C(=O)/C(=C/c2cn(CC(N)=O)c3ccccc23)C(=O)NC1=S	11	0.0	0	0.1
Cc1ccnc(NC(=O)C2CC(=O)N(c3ccc(F)cc3)C2)c1 (stereo not given)	19	0.0	3	-0.1

Screens as filed in PubChem.
